# Compound activity (PubChem)
# APOBEC3A inh: inhibitors of human APOBEC3A DNA deaminase; 330,000 compounds, 0.41% hits; P31941; recombinant A3A, FAM/TAMRA ssDNA deamination fluorescence; AID 493011; inhibition, % at 20 µM;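 active = at least 40% inhibition at 20 µM here, with at most 30% in a related deaminase screen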;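 note: plate controls were A3A with DMSO for no effect and wells lacking A3A enzyme for full effect; some results filed as inactive read as strong as hits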
# Target sequence (P31941 whole entry, looked up): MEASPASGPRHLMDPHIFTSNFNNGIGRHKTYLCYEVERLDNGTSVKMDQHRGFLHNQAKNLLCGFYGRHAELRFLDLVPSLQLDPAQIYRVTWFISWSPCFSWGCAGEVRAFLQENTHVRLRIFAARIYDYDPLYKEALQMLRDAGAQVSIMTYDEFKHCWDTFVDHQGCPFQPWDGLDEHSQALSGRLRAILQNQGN
# beta cell repl: induces beta-cell replication in MIN6 cells; MIN6 cells proliferation, ATPlite luminescence, 48 h; cells starved in 0.2% serum; 100% = growth in 10% serum; proliferation, % at 10 µM; 330,000 compounds, 0.29% hits;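 active = compounds whose signal lies at least 3.5 SD above the mean of all wells on their plate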;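 note: 0% = DMSO-treated cells in low-serum medium and 100% = 10% serum control; some compounds called inactive have numbers as strong as hits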
# hIAP block: blocks human intestinal alkaline phosphatase | purified IAP, CDP-Star luminescence, 30 min | 330,000 compounds, 0.12% hits | P09923 | inhibition, % at 10 µM;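 active = inhibition reaching a set limit with compound at 10 µM in the primary screen, cut at about 35% in these data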;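 note: plate controls were DMSO wells with enzyme for no effect and no-enzyme buffer wells for full effect; values of inactives mirror those of a sister screen read the other way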
# mIAP inh: mouse IAP inhibition | purified mouse IAP, CDP-Star luminescence, 30 min | 330,000 compounds, 0.2% hits | inhibition, % at 10 µM | AID 2806;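 active = inhibition of at least 40% at 10 µM in the primary screen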;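 note: plate controls were DMSO with enzyme for no effect and no enzyme wells for full effect; values of inactives mirror those of a sister screen read the other way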
# mIAP activ: increases mouse intestinal alkaline phosphatase activity | AID 2805 | muIAP, CDP-Star luminescence, 30 min; active compounds read high; 1 = vehicle-only enzyme signal, 0 = enzyme-free wells | 330,000 compounds, 0.24% hits | activation factor at 10 µM;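 active = activation factor of at least 2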; note: the source names both 10 and 20 µM as test concentration; values of inactives mirror those of a sister screen read the other way
#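 Assay system: mouse IAP enzyme; Reagent: CDP-Star chemiluminescent phosphatase substrate; Compound: DMSO-dissolved test compounds; Incubation: 30 min, room temperature; Technique: luminescence from enzymatic CDP-Star hydrolysis; Controls: DMSO-only wells and no-enzyme negative control.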
# hIAP act: increases human intestinal alkaline phosphatase activity | P09923 | purified human IAP, CDP-Star luminescence, 30 min; active compounds read high; 1 = vehicle-only enzyme, 0 = enzyme-free background | activation factor at 10 µM | 330,000 compounds, 0.16% hits | AID 2524;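 active = activation factor of the enzyme at least 2-fold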; note: the source names both 10 and 20 µM as test concentration; values of inactives mirror those of a sister screen read the other way
# ATG4B inhibitor: ATG4B (human) cysteine protease inhibition. ATG4B cleavage of LC3-PLA2, NBD-HPC fluorescence, 1 h. Q9Y4P1. 340,000 compounds, 0.51% hits. inhibition, % at 8.33 µM. AID 504462; in the data active = inhibition above about 40%
# Target sequence (Q9Y4P1 whole entry, looked up): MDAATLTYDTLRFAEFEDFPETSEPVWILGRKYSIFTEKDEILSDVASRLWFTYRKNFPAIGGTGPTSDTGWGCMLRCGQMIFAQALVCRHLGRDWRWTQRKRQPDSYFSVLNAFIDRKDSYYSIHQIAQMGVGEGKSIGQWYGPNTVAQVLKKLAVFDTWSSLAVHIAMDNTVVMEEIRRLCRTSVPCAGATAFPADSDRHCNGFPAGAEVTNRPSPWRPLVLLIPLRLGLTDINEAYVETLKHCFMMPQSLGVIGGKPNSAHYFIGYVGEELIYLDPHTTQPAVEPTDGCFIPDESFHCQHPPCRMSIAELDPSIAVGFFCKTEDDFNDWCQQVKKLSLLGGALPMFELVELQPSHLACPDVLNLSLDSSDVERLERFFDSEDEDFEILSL
# A3G deaminase: APOBEC3G (human) deaminase inhibition; Q9HC16; recombinant A3G, ssDNA deamination FAM/TAMRA fluorescence; AID 493012; inhibition, % at 20 µM; 330,000 compounds, 0.28% hits;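 active = inhibition of at least 40% at 20 µM, with no more than 30% in the related APOBEC3A deaminase screen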;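 note: plate controls were DMSO wells with A3G for no effect and wells lacking A3G enzyme for full effect; some compounds called inactive have numbers as strong as hits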
# Target sequence (Q9HC16 whole entry, looked up): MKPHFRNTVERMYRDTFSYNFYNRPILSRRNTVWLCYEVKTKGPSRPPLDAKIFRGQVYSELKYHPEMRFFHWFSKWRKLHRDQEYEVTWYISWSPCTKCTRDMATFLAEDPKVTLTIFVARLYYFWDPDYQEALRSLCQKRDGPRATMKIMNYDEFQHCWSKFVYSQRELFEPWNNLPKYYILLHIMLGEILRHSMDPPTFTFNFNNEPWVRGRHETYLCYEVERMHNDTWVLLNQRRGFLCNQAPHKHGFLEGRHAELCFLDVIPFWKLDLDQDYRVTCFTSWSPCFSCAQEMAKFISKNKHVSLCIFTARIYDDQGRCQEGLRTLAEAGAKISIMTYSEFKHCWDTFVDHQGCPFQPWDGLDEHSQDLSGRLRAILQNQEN
# MPTP block: inhibitors of mitochondrial permeability transition pore; isolated mouse mitochondria, Ca2+ swelling absorbance, 30 min; inhibition, % at 10 µM; 360,000 compounds, 1.4% hits; AID 602449;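 active = inhibition of 50% or more, scaled per plate between neutral and stimulator controls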;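 note: 0% = DMSO wells given calcium and 100% = 1 mM EGTA wells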
# Starred values were filed as active, the others as inactive; x = no result given.
SMILES,APOBEC3A inh,beta cell repl,hIAP block,mIAP inh,mIAP activ,hIAP act,ATG4B inhibitor,A3G deaminase,MPTP block
CCC(C)[C@H](NC(=O)C1CC(=O)N(c2ccc(OC)cc2)C1)C(=O)NC1CCCC1 (some centres undefined),-2,0,0,5,0.95,1,9,-3,-1.2
COC(=O)N1C(=O)[C@@](c2ccccc2)(C2CCCC2)N1C(=O)OC,0,-8,3,7,0.93,0.97,-5,-9,-0.5
Cc1cnc(NC(=O)c2ccc(F)c(S(=O)(=O)N3CCOCC3)c2)s1,-2,2,12,5,0.95,0.89,0,-8,0.2
COc1ccc2nc(NC(=O)C(NS(=O)(=O)c3cccs3)C(C)C)sc2c1 (centres undefined),1,-3,-8,20,0.8,1.1,-1,-5,-2.1
COc1ccccc1/C=C/CN1CCC(Oc2ccc(C(=O)N3CCCC3)cc2)CC1,1,-2,-30,-2,1,1.3,20,1,-0.8
Cc1cccc(OCC(=O)N/N=C/c2ccccc2C(=O)O)c1,9,-1,-8,-8,1.1,1.1,-2,-8,-0.8
CC(=O)Nc1ccc(C2=NN(c3ccccc3)C(c3ccccc3)C2)cc1 (centres undefined),-8,-6,-42,-134,2.3*,1.4,28,-8,0.4
CCOC(=O)N1CCN(CCC(=O)Nc2cc([N+](=O)[O-])ccc2OC)CC1,2,1,1,4,0.95,0.99,-17,-3,1.7
CSC1=C(C#N)C(=O)NC(c2ccc(Cl)cc2)S1 (centres undefined),-3,-3,2,-4,1,0.98,5,2,1.1
CCCCC(=O)NC(c1ccc(Cl)cc1)c1ccc2cccnc2c1O (centres undefined),1,-4,-42,6,0.94,1.4,7,-4,2.9
Cc1cc2cc(CNS(=O)(=O)c3ccc4ccccc4c3)ccc2n1C,5,-1,14,14,0.85,0.86,-18,12,0.1
CCOc1ccc([N+](=O)[O-])c(N)c1,1,-3,14,6,0.94,0.86,2,-2,-2.2
O=C(CCS(=O)(=O)c1ccccc1)NCc1ccccc1,2,3,-15,-1,1,1.2,-4,4,0.3
CSc1nnc(-c2cc3ccccc3cc2O)n1C,-3,-2,5,4,0.96,0.95,-11,-3,-0.1
Nn1c(CSc2nc3ccccc3o2)nnc1CSc1nc2ccccc2o1,0,0,0,-11,1.1,1,-55,2,1.0
O=C(Nc1ccnn1C1CCN(Cc2c[nH]c3ccccc23)CC1)c1ccccc1,-6,-2,-47,-28,1.3,1.5,-2,-3,-2.0
CCn1c(SCC(=O)OC(C)C)nnc1-c1ccccc1OC,-1,-3,1,-13,1.1,0.99,-6,-9,-0.5
CN1CCN(Cc2c(O)ccc3cc(-c4ccccn4)c(=O)oc23)CC1,-2,3,7,5,0.95,0.93,0,-5,-1.3
CC(=O)N1c2ccccc2C(=O)C1N(C)c1ccc(C)cc1 (centres undefined),1,0,-6,-4,1,1.1,19,-7,-1.0
CCN1C(=O)c2ccccc2S(=O)c2ccc(C(=O)NCCN(CC(C)C)CC(C)C)cc21 (centres undefined),-2,-4,16,8,0.92,0.84,-1,-3,-0.9
Cc1ccc(N(CC#N)C(=O)CS(=O)(=O)c2cccc([N+](=O)[O-])c2)cc1,0,-1,5,4,0.96,0.95,0,-13,0.1
CCCC(=O)Nc1nc2ccc(NC(=O)c3ccccc3F)cc2s1,2,-2,-23,-5,1.1,1.2,-11,-10,0.8
Cc1cc(C)n(C(=O)Cc2cn3ccsc3n2)n1,0,-1,-4,-3,1,1,-1,-1,-5.2
CC1CC(=O)C2=C(C1)Nc1nc3ccccc3n1C2c1cccnc1 (centres undefined),-4,0,-7,-10,1.1,1.1,23,2,1.8
O=C1N[C@@H](Cc2cn(S(=O)(=O)c3ccc(F)cc3)c3ccccc23)C(=O)N[C@H]1Cc1ccccc1,0,-1,-3,-2,1,1,x,-2,x
CCOC(=O)CSC1=C(C#N)C(c2ccc(F)cc2)C(C(C)=O)=C(C)N1 (centres undefined),1,0,8,13,0.87,0.92,-22,-1,0.2
Brc1ccc2c(c1)C(c1cccs1)=NNC(c1cccnc1)=N2,2,-4,20,0,1,0.81,8,4,2.4
Cc1ccc(CCC(=O)Nc2ccc(Cl)cc2)o1,-4,-3,-2,-4,1,1,3,-2,-0.2
COc1ccc(S(=O)(=O)N2CCN(C(=O)c3cccs3)CC2)cc1,2,-1,19,-9,1.1,0.81,-5,-2,1.0
COc1cc(C(=O)NCCC(=O)NCCN2CCCCCC2)cc(OC)c1OC,5,3,9,10,0.91,0.91,2,-3,-0.1
COc1ccc(C(C(O)C(=O)c2c[nH]c3ccccc23)N2CCN(c3ccc(OC)cc3)CC2)cc1 (centres undefined),-2,-5,-5,-2,1,1.1,-21,-3,1.6
COc1ccccc1OCCCCOc1ccccc1C(C)=O,6,-2,1,3,0.97,0.99,-1,-3,61*
O=C(COc1ccccc1Cc1ccccc1)NCCCN1CCOCC1,4,-1,2,7,0.93,0.98,-4,-2,1.2
CCn1ccnc1CN(C)C(=O)CCc1nnc(CCCc2ccccc2)o1,-5,1,3,2,0.98,0.97,7,-7,0.3
COc1ccccc1C(=O)Nc1nnc(S(=O)(=O)N2CCOCC2)s1,-4,-3,11,6,0.94,0.89,15,-5,-1.7
NC1=NC2(CCCCC2)n2c(nc3ccccc32)N1,-1,-1,1,-4,1,0.99,-6,1,3.8
COc1ccccc1NC(=O)c1oc2ccccc2c1NC(=O)c1ccco1,0,0,4,8,0.92,0.96,1,-6,1.8
O=C(CN1CCN(C(=O)C2CCCO2)CC1)Nc1ccc(Cl)cc1 (centres undefined),-4,-2,13,-3,1,0.87,5,9,1.7
COc1cccc(C2C3=C(N=c4s/c(=C\c5ccc(O)cc5)c(=O)n42)c2ccccc2CC3)c1OC (centres undefined),-7,-6,8,14,0.86,0.92,-17,-15,0.2
O=C(CSc1nc2ccc([N+](=O)[O-])cc2[nH]1)NC1CCCCC1,-2,-1,29,1,0.99,0.71,-2,-7,4.7
CN1CCN(C(c2ccc(C(F)(F)F)cc2)c2cc(Cl)c3cccnc3c2O)CC1 (centres undefined),-2,0,-8,13,0.87,1.1,x,-10,x
O=C(Cc1ccc(Cl)cc1)Nc1ccc(N2CCCC2)cc1,-3,-3,17,-4,1,0.83,-5,-5,-0.6
CCN1C(=O)c2cccc3c(S(=O)(=O)Nc4ccncc4)ccc1c23,-3,-1,-4,-4,1,1,-5,-2,-0.3
N#C/C(=N\Nc1ccccc1)C(=N)N1CCOCC1,-4,0,15,-2,1,0.85,-2,-3,-6.1
C=CCSC1=N/C(=C\c2ccsc2)C(=O)S1,5,-6,21,9,0.91,0.79,-5,-5,22
Fc1cccc(NC(=S)Nc2cccnc2)c1,-1,0,-3,10,0.9,1,6,-7,2.5
O=C(CSc1nnc(COc2ccc(Cl)cc2)o1)N1c2ccccc2CCc2ccccc21,1,-5,-7,4,0.96,1.1,-3,-3,0.2
Cc1[nH]c2ccccc2c1C(=O)C(=O)N1CCN(C(=O)c2ccco2)CC1,1,0,5,6,0.94,0.95,-3,-11,3.7
Cc1cc(CNC(=O)COc2ccccc2F)c2ccccc2n1,-1,-3,8,4,0.96,0.92,-5,-8,13
O=C1c2cccc3cccc(c23)C(=O)N1OS(=O)(=O)c1ccc(Br)cc1,3,-5,-28,4,0.96,1.3,-17,-3,1.0

# Other results follow.
SMILES,APOBEC3A inh,beta cell repl,hIAP block,mIAP inh,mIAP activ,hIAP act,ATG4B inhibitor,A3G deaminase,MPTP block
COc1ccccc1C/C(N)=N/O,-5,-1,-7,-6,1.1,1.1,-4,-10,0.0
O=C(Cc1ccc(O)cc1)NCCNC(=S)NCc1ccccc1,3,-2,12,3,0.97,0.88,1,9,1.6
Cc1ccc(C(=O)NCC(=O)OCC(=O)N(CC(C)C)c2c(N)n(Cc3ccccc3)c(=O)[nH]c2=O)cc1C,5,-3,-2,-14,1.1,1,-10,0,0.1
C=C(C)C(=O)Nc1cccc(C2=NOC3(C2)C[C@@H](C(N)=O)N(C(=O)c2ccc(Cl)cc2)C3)c1 (some centres undefined),28,-3,7,2,0.98,0.93,0,100*,x
COc1ccc2c(c1)c(=O)oc1cc(O)ccc12,3,-3,-14,-9,1.1,1.1,-2,-5,1.7
Cc1cc(C(=O)N/N=C2\CCCC(=O)C2)c(C)o1,0,5,6,0,0.99,0.94,1,-6,0.5
COCCn1c(=O)[nH]c2cc(C(=O)NC3CCCCCC3)ccc2c1=O,-4,0,6,-7,1.1,0.94,-4,-6,-0.8
O=C(/C=C/c1ccc(Cl)c([N+](=O)[O-])c1)c1cccnc1,0,-6,13,4,0.96,0.87,0,-6,2.6
O=C(CN1C(=O)NC2(CCCC2)C1=O)N1CCN(S(=O)(=O)c2ccccc2[N+](=O)[O-])CC1,2,-2,18,-3,1,0.82,2,-9,-0.7
CN1CCN(NC(=O)c2ccc(S(=O)(=O)N3CC4(C)CC3CC(C)(C)C4)cc2)CC1 (centres undefined),2,-1,-6,-8,1.1,1.1,-7,3,1.3

# Exported with tabs: entries from further up
Compound	APOBEC3A inh	beta cell repl	hIAP block	mIAP inh	mIAP activ	hIAP act	ATG4B inhibitor	A3G deaminase	MPTP block
O=C(Cc1ccc(Cl)cc1)Nc1ccc(N2CCCC2)cc1	-3	-3	17	-4	1	0.83	-5	-5	-0.6
CCOc1ccc([N+](=O)[O-])c(N)c1	1	-3	14	6	0.94	0.86	2	-2	-2.2

# (further entries)
SMILES,APOBEC3A inh,beta cell repl,hIAP block,mIAP inh,mIAP activ,hIAP act,ATG4B inhibitor,A3G deaminase,MPTP block
CCN1CCN(c2cc3c(cc2F)c(=O)c(S(=O)(=O)c2ccccc2)cn3C)CC1,0,-3,13,-9,1.1,0.87,3,-2,-1.8
O=C(O)c1ccc(C(=O)C(=O)c2ccccc2)cc1,0,-3,-14,3,0.97,1.1,-4,0,0.1
CSc1ncccc1C(=O)OCC(=O)Nc1ccc(Cl)cn1,-2,-2,11,-2,1,0.89,-6,-5,0.8
COc1ccc(OC)c(C(C)NC(=O)C(C)Cc2ccccc2)c1 (centres undefined),-2,-3,-4,-1,1,1,1,-7,-0.5
COc1cccc(CC(=O)Nc2cc(S(=O)(=O)N3CCCCC3)ccc2C)c1,0,-1,-16,-24,1.2,1.2,-11,-7,2.1
Cc1ccnc(NC(=O)c2ccc(NS(=O)(=O)/C=C/c3ccccc3)cc2)c1,-4,5,-10,3,0.97,1.1,-10,-6,-1.8
COc1cccc(C(=O)Nc2ccc3nc(N4CCOCC4)cc(C)c3c2)c1,-5,1,0,-12,1.1,1,-8,-5,0.1
CC1CCN(C2=NC(=O)/C(=C/c3ccccc3F)S2)CC1,-2,-3,-4,-10,1.1,1,5,-8,0.9
CN(CC(=O)NCCN1CCCCCC1)S(=O)(=O)c1cccc2nsnc12,0,-2,26,5,0.95,0.74,-11,-1,-0.3
Cc1oc(/N=C/c2ccc(Cl)cc2)c(C#N)c1C,-7,-3,0,-10,1.1,1,4,-7,-2.1
COCCCN1C(=O)C(=O)/C(=C(/O)c2ccc(OC)cc2C)C1c1cccnc1 (centres undefined),0,3,-2,-4,1,1,-1,2,0.3
Cc1ccc(C(=O)N/C(=C\c2ccc(-c3cccc([N+](=O)[O-])c3)o2)C(=O)NCCCN2CCOCC2)cc1,0,-1,7,12,0.88,0.93,-3,3,-2.2
O=C(NCc1cccnc1)C(=O)NCC(c1ccco1)N1CCOCC1 (centres undefined),0,0,0,-4,1,1,-8,-2,0.4
COCCOC(=O)C1=C(N)Oc2c(oc(CO)cc2=O)C1c1ccccc1F (centres undefined),0,-3,14,-4,1,0.86,-4,-8,-2.7
